Compound activity (PubChem)
RXFP1 ag: activates the human relaxin receptor RXFP1; Q9HBX9; HEK293T-RXFP1 cAMP TR-FRET, 30 min; response scale: percent of porcine relaxin response, buffer zero; Potency, µM (doses to about 57.5 µM), for inactives: at the top dose activation, actives largely listed as activators; actives 0.3% (n = 370,000); AID 2676; note: potency is the fitted concentration of half-maximal effect; % is set by controls: 0 for no effect and ±100 for the full control effect; nearly all actives have a fitted effect of over 60% in size; many of its hits are not listed in these tables
Target sequence (Q9HBX9 whole entry, looked up): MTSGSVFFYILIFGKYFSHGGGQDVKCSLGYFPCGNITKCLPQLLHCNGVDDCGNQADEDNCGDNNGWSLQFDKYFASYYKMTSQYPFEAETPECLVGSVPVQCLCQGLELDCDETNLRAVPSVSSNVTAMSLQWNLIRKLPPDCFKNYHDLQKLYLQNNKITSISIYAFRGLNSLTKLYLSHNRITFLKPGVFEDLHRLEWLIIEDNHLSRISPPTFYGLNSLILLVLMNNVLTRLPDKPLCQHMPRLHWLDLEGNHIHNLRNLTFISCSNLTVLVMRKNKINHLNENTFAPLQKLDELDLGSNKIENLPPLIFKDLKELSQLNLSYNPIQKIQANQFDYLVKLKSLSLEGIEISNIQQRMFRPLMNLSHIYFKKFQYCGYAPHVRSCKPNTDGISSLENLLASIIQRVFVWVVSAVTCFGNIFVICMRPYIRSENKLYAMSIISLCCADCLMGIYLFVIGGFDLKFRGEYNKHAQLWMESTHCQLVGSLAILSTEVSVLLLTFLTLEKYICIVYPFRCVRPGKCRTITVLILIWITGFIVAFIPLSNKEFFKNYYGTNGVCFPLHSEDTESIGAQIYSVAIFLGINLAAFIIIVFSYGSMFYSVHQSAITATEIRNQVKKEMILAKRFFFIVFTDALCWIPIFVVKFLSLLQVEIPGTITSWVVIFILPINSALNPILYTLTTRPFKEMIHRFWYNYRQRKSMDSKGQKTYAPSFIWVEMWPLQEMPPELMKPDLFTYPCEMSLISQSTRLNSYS
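Agonist response is measured as cAMP accumulation in an RXFP1-transfected HEK293T line under PDE4 inhibition. Values are scaled between buffer-only and 29 nM porcine relaxin, and EC50s come from standard Hill equation fits.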
D1 agonist: activates the human D1 dopamine receptor | actives 1% (n = 360,000) | activation, % at 2 µM | HEK293 T-REx D1 cells, calcium flux, agonist mode | P21728; in the data active = activation above about 30%; note: 0% is about no effect
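Inducible HEK293 T-REx D1 cells, force-coupled to calcium signalling, were plated at 4000 cells/well with tetracycline and held overnight at 30 C. After no-wash calcium dye loading, compound-evoked calcium rise over 180 s flagged agonists.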
D2 PAM: positive allosteric modulators of human D2 dopamine receptor | P14416 | HEK293 T-REx D2, calcium flux, EC20 dopamine potentiation | potentiation, % at 10 µM | actives 0.34% (n = 340,000);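 active = potentiation over 3 SD above the plate norm, cut at about 30% in these data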; note: 0% is about no effect
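Tetracycline-induced Hek293 Trex D2 cells, force-coupled to calcium, loaded with no-wash calcium dye. Compound added with 180 s kinetic read for agonism, then EC20 dopamine and a further 180 s read for potentiation.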
GRP78 ERSR act: ER stress response induction in glioma. actives 0.02% (n = 420,000). Potency, µM, without a hit: at the highest dose activation, actives largely listed as activators. U87-MG GRP78 promoter luciferase reporter, 16 h; note: potency is the fitted concentration of half-maximal effect; series mostly up to about 76 µM; % of control where 0% means no effect; nearly all actives have a fitted effect of over 35% in size
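ERSR induction read as luciferase luminescence (Bright-Glo, 10 min at room temperature) in stably transfected human U87-MG glioma cells exposed to compounds for 16 h, using GRP78 as sensor.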
D1 antagonist: antagonists of human D1 dopamine receptor. AID 504652. actives 3.2% (n = 360,000). P21728. HEK293 TREx D1 cells, calcium flux, dopamine EC80; hits give low values. activity change, negative = inhibition, % at 10 µM; in the data active = activity change below about -30%; note: % is set by controls: 0 for no effect and ±100 for the full control effect
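Kinetic fluorescence of a calcium dye serves as the read-out. D1-expressing Hek293 Trex cells, induced overnight at 30 C, are exposed to compound for 180 s before an EC80 dopamine addition, then read 180 s further.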
RXFP1 antag: RXFP1 (human) relaxin receptor antagonism; Q9HBX9; HEK293-RXFP1, relaxin-stimulated cAMP HTRF, 30 min; hits give low values; activity change, negative = inhibition, % at 57.5 µM; actives 0.59% (n = 350,000); AID 1259400;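 active = activity change of -60% or lower, but not beyond a set lower limit; inconclusive = change between -60% and -40%, or beyond the set limit; inactive = change above -40%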; note: % is set by controls: 0 for no effect and ±100 for the full control effect
Vif-A3G inh: inhibitors of Vif-APOBEC3G interaction. Q9HC16. HeLa A3G-eYFP + Vif (tagged APOBEC3G with the HIV-1 protein that degrades it), YFP fluorescence, overnight. Potency, µM (titrated, usually from 46.1 µM), without a hit: at the highest dose activity, negative = active, usual class: inhibitors. actives 0.076% (n = 410,000). AID 602310;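 note: potency is the fitted concentration of half-maximal effect; % is set by controls: 0 for no effect and ±100 for the full control effect; nearly all actives have a fitted effect of over 60% in size; hits raise eYFP signal because A3G escapes Vif-driven loss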
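Read-out is eYFP fluorescence (Ex 488/Em 500-530) from Vif-expressing HeLa A3G-eYFP cells; more signal means A3G escaped Vif-mediated degradation. Cells plated overnight, compound pinned in, incubated overnight at 37 deg C.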
D1 PAM: human D1 dopamine receptor positive modulation; potentiation, % at 10 µM; P21728; AID 504651; actives 0.036% (n = 360,000); HEK293 TREx D1 cells, calcium flux, dopamine EC20 potentiation; in the data active = potentiation above about 30%; note: 0% is about no effect
Vif-A3F inh: Vif-A3F binding inhibition | actives 0.2% (n = 390,000) | Potency, µM (series often up to 46.1 µM), inactives show top-dose activity, negative = active | HeLa A3F-eYFP + Vif (tagged APOBEC3F with the HIV-1 protein that degrades it), YFP fluorescence increase; note: potency is the fitted concentration of half-maximal effect; % of control where 0% means no effect; nearly all actives have a fitted effect of over 65% in size
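Fluorescence increase (Ex 488/Em 500-530) after overnight compound treatment at 37 deg C flags inhibition of Vif-driven A3F-eYFP loss in stable HeLa A3F-eYFP/Vif cells seeded overnight beforehand.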
* hit, by the source's call; ? = inconclusive; . = not tested or not shown. Unless noted, calls come from the whole dose curve; as a rule, active = well fitted curve in the direction sought with a large enough effect; inconclusive = small, poorly fitted or top-dose-only effect, or another doubt; inactive = no such curve, though single readings can be large; an effect the other way counts as inactive or inconclusive.

Letters – A = RXFP1 ag; B = D1 agonist; C = D2 PAM; D = GRP78 ERSR act; E = D1 antagonist; F = RXFP1 antag; G = Vif-A3G inh; H = D1 PAM; I = Vif-A3F inh
> O=C(Oc1ccc(N(Cc2cccs2)C2=NS(=O)(=O)c3ccccc32)cc1)c1ccco1
  A: 1.3%	B: 5	C: -5	D: 2%	E: 6	F: -2	G: -9%	H: 1	I: -6%

> Cc1ccc(S(=O)(=O)CCC(=O)N(Cc2nnc(-c3ccc(Cl)cc3)o2)C2CC2)cc1
  A: -1.0%	B: 4	C: 9	D: 7%	E: -15	F: 5	G: 5%	H: -11	I: 10%

> O=C(CCCOc1ccccc1)Nc1nc2ccccc2[nH]1
  A: 0.4%	B: 1	C: 70*	D: 4%	E: -3	F: 4	G: -8%	H: -2	I: -16%

> CCOc1ccc(NS(=O)(=O)c2ccc(-c3ccc(=O)[nH]n3)o2)cc1
  A: -2.8%	B: -1	C: 8	D: -6%	E: 1	F: 6	G: -9%	H: -6	I: -6%

> COC(=O)N1CCN(c2ccc(C)cc2)C(C)C1 (stereo not given)
  A: 2.0%	B: -1	C: 12	D: -4%	E: -8	F: -3	G: -2%	H: -1	I: 13%

> c1ccc2c(-c3cc(C4CCNCC4)[nH]n3)cccc2c1
  A: 2.8%	B: 4	C: -3	D: -5%	E: -5	F: -5	G: -1%	H: -3	I: 0%

> CC(=O)/C=C/c1ccccc1Oc1c(F)c(F)nc(F)c1F
  A: -1.5%	B: 0	C: -11	D: -7%	E: 3	F: -2	G: -33%	H: 9	I: 2%

> CO/N=C\CC(=O)Nc1ccc(Oc2ccccc2)cc1
  A: -1.6%	B: 6	C: 0	D: -3%	E: -6	F: -3	G: ?	H: -5	I: 2%

> Cc1nc(-c2cn[nH]c2-c2ccc(O)cc2O)cs1
  A: -0.3%	B: -1	C: 3	D: 7%	E: 0	F: 9	G: -1%	H: 1	I: -4%

> COc1cc(NC(=O)C2C3C=CC(C3)C2C(=O)O)ccc1NC(=O)c1ccccc1 (stereo not given)
  A: -2.2%	B: 3	C: -6	D: -2%	E: 2	F: -11	G: 1%	H: 1	I: -4%

> COC(=O)c1ccccc1Sc1ncnc2onc(C)c12
  A: 3.5%	B: 1	C: -1	D: -13%	E: 9	F: -18	G: -24%	H: -3	I: 1%

> CCOC(=O)CSC1=C(C#N)C(c2ccccc2Cl)C(C(=O)OC)C(=O)N1 (stereo not given)
  A: -0.5%	B: 0	C: 7	D: -5%	E: 0	F: -1	G: -7%	H: -5	I: 1%

> COc1ccc(CNC(=O)Nc2cccc(C)c2)cc1
  A: -0.1%	B: 4	C: -3	D: 0%	E: -12	F: -6	G: 1%	H: -2	I: 0%

> COc1ccc(CCNC(=O)c2ccc3c(c2)CCN3S(C)(=O)=O)cc1
  A: 1.1%	B: 2	C: 0	D: -4%	E: 2	F: .	G: 7%	H: 0	I: 6%

> CC(C)(C)NC(=O)NC(=O)COC(=O)CNC(=O)C1CCCCC1
  A: 0.4%	B: 5	C: -2	D: -2%	E: -11	F: -9	G: -1%	H: -5	I: 11%

> O=C(NCCc1nc2ccccc2n1Cc1ccc(F)cc1)c1ccco1
  A: -1.2%	B: -1	C: -1	D: -1%	E: 1	F: 3	G: -1%	H: 0	I: 0%

> Cn1c(=O)c2c(nc(NCC(O)CO)n2CCc2ccccc2)n(C)c1=O (stereo not given)
  A: 2.5%	B: 1	C: -4	D: -6%	E: -2	F: -3	G: -4%	H: -1	I: 4%

> CCOC(=O)c1[nH]c2ccc(OC)cc2c1N=CN(C)C
  A: 0.8%	B: 3	C: -4	D: 3%	E: -1	F: -8	G: 3%	H: 1	I: -1%

> O=C(NC1CCCCC1)C(c1cccnc1)N(C(=O)CCl)c1ccccc1Cl (stereo not given)
  A: 0.4%	B: -1	C: 2	D: -11%	E: 6	F: -5	G: 1%	H: -5	I: 13%

> CC(=O)c1ccc(NC(=O)Cn2nc(C(F)(F)F)c3c2CCC3)cc1
  A: 1.5%	B: 8	C: 6	D: 1%	E: -6	F: .	G: -5%	H: -5	I: -23%

> Cc1cccc2cc(CN(Cc3ccc(F)cc3)Cc3nnnn3C3CCCC3)c(=O)[nH]c12
  A: 3.5%	B: 2	C: -2	D: -1%	E: 31	F: 11	G: 1%	H: -2	I: 5%

> C=CCn1c(CSc2nc3ccccc3s2)nnc1SCC(=O)NCc1ccccc1
  A: 2.6%	B: 0	C: 11	D: -1%	E: 12	F: -11	G: -13%	H: -6	I: -8%

> Cc1cc(C)cc(Nc2cc(C(=O)NCc3ccccc3)c3ccccc3n2)c1
  A: 11%	B: 1	C: -5	D: 1%	E: 14	F: .	G: 1%	H: -2	I: 0%

> CS(=O)(=O)N(CC(=O)Nc1ccc(Br)cc1)c1ccccc1Br
  A: -0.6%	B: 1	C: 9	D: -3%	E: 6	F: .	G: -1%	H: -4	I: 7%

> COc1ccc(CNC(=O)c2c(Nc3ccc(OC)cc3OC)sc(C(=O)c3ccc(Cl)cc3)c2N)cc1
  A: 0.5%	B: 16	C: 8	D: ?	E: -26	F: -13	G: -27%	H: 2	I: 2%

> O=C(c1ccc2ccccc2c1)N1CCN(Cc2ccccc2)CC1
  A: -1.7%	B: 0	C: -29	D: 4%	E: -18	F: 6	G: -2%	H: -8	I: 4%

> CC(C)(C)NC(=O)C(Cc1ccccc1)NS(=O)(=O)c1cccc2nsnc12 (stereo not given)
  A: -0.4%	B: -1	C: -1	D: -8%	E: -13	F: 15	G: -3%	H: -6	I: -6%

> COc1ccc(-n2nc(C(=O)NCC(=O)NC(C)C)c3ccccc3c2=O)c(OC)c1
  A: -0.5%	B: 2	C: 6	D: -3%	E: 4	F: 6	G: 0%	H: -3	I: -6%

> CCC(C)(C(=O)NC1CCCCC1)N(Cc1ccco1)C(=O)CNC(=O)c1ccccc1 (stereo not given)
  A: 1.3%	B: 1	C: -4	D: -2%	E: -6	F: -3	G: -1%	H: 0	I: -5%

> O=C(CSc1nnc(CNc2ccccc2)o1)N1CCCc2ccccc21
  A: 2.1%	B: .	C: .	D: -3%	E: .	F: -13	G: -6%	H: .	I: -2%

> Cn1nnnc1SCC(=O)NNC(=O)c1ccc(F)cc1
  A: 0.2%	B: 2	C: .	D: -3%	E: -1	F: -9	G: 1%	H: 6	I: 4%

> CCOC(=O)CN1C(=O)C(Sc2n[nH]c(-c3ccc(C)cc3)n2)CCc2ccccc21 (stereo not given)
  A: 1.3%	B: 0	C: -21	D: -2%	E: -66*	F: -10	G: -3%	H: 1	I: 4%

> COc1cc2c(c(O)c1OC)-c1c(cc(OC)c(OC)c1O)[C@@H](OC(=O)c1ccccc1)[C@@](C)(O)[C@@H](C)[C@@H]2OC(C)=O
  A: 0.3%	B: 1	C: 2	D: .	E: 4	F: .	G: .	H: 1	I: .

> CCOc1ccc(C(=O)NCCCN2CCCC2=O)cc1
  A: 1.1%	B: 1	C: 31*	D: 3%	E: .	F: -2	G: 0%	H: 0	I: .

> Cc1cc(C(=O)N2CCCC(N3CCN(c4ccccc4C)CC3)C2)n(C)n1 (stereo not given)
  A: -2.6%	B: 1	C: -11	D: 1%	E: -12	F: -1	G: 2%	H: -2	I: -6%

> CCc1ccc(C(=O)C(C)OC(=O)CN2C(=O)NC3(CCCC3)C2=O)cc1 (stereo not given)
  A: .	B: .	C: .	D: -1%	E: .	F: -2	G: -9%	H: .	I: 0%

> CCN(CC)S(=O)(=O)c1ccc2c(c1)c(=O)c(C(=O)N1CCN(c3cc(Cl)ccc3C)CC1)cn2C
  A: ?	B: -2	C: -5	D: 0%	E: -1	F: .	G: -1%	H: 5	I: 1%

> CCOC(=O)c1ccccc1NC(=O)CSc1ccc(-c2sc(-c3ccccc3)nc2C)nn1
  A: 9.2%	B: 4	C: -7	D: -3%	E: 2	F: 0	G: 3%	H: 0	I: 0%

> Cc1cccc(N2CCN(C(=O)Cc3ccc(Br)cc3)CC2)c1C
  A: 1.6%	B: 2	C: 5	D: 0%	E: -22	F: -39	G: 2%	H: -8	I: -1%

> CCc1[nH]c(C(=O)O)c(C)c1C(=O)OC
  A: -0.8%	B: 2	C: 1	D: -2%	E: -4	F: 25	G: 4%	H: 0	I: 1%

> O=C(COC(=O)c1nc(Cl)c(Cl)c(Cl)c1Cl)NCc1ccccc1
  A: 4.1%	B: 3	C: -4	D: -11%	E: -21	F: -3	G: -25%	H: 2	I: ?

> NC(=O)CC(NC(=O)c1ccccc1)c1ccc(N2CCc3ccccc3C2)c([N+](=O)[O-])c1 (stereo not given)
  A: 0.7%	B: -2	C: 1	D: -4%	E: -1	F: .	G: -5%	H: 1	I: -1%

> O=C(Nc1cccc(NC(=O)c2ccccc2[N+](=O)[O-])c1)c1ccccc1Cl
  A: 0.8%	B: 13	C: -4	D: -1%	E: -7	F: 12	G: 1%	H: -1	I: 3%

> COc1cc(OC)c(NC(=O)CCn2cnc3onc(-c4ccc(F)cc4)c3c2=O)cc1Cl
  A: -4.6%	B: 8	C: 4	D: -3%	E: -20	F: -2	G: -3%	H: -5	I: -2%

> CCCn1c(C(CO)Nc2nc(C)cs2)nc2ccccc21 (stereo not given)
  A: -1.0%	B: 0	C: 3	D: -4%	E: 0	F: .	G: -4%	H: -5	I: -5%

2 compounds from above with just RXFP1 ag:
SMILES	RXFP1 ag
CCOC(=O)c1ccccc1NC(=O)CSc1ccc(-c2sc(-c3ccccc3)nc2C)nn1	9.2%
CCOc1ccc(C(=O)NCCCN2CCCC2=O)cc1	1.1%

Not all compounds are listed; the hit share may differ from the screen's.
